# Bioassay records (PubChem BioAssay)
# RBX1-CUL1 inh: blocks human RBX1-Cullin-1 di-ubiquitin formation. inhibition, % at 10 µM. P62877+Q13616. 0.6% of 140,000 active. in vitro K48 di-Ub FRET, acceptor:donor ratio, 45 min; in the data active means inhibition above about 25%
# Target sequence (P62877 whole entry, looked up): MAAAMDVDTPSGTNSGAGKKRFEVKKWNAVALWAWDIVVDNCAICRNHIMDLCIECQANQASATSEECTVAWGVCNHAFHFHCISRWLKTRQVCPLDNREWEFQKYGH
# Target sequence (Q13616 whole entry, looked up): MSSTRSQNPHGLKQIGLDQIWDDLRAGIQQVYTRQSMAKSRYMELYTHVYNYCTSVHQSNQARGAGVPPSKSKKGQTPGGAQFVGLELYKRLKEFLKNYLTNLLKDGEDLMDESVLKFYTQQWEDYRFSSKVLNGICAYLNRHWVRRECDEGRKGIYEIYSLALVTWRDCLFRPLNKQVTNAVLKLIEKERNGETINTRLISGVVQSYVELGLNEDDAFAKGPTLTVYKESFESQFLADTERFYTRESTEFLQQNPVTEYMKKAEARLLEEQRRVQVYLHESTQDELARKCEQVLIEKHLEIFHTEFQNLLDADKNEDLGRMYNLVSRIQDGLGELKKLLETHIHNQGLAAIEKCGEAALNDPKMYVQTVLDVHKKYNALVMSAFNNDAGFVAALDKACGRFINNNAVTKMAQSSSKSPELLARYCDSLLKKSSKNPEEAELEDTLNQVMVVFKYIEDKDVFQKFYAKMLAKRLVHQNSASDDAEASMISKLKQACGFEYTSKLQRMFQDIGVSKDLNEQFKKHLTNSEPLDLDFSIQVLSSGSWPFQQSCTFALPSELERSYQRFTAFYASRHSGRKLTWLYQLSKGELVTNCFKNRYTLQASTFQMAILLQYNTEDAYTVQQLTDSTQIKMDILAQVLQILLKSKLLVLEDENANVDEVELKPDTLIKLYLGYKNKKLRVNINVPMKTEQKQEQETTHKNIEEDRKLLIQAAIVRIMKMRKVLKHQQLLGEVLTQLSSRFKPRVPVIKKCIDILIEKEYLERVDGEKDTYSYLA
# Active calls of the source: *. The list is partial, so the mix of outcomes need not match the whole.
SMILES,RBX1-CUL1 inh
O=C(Nc1ccccc1C(F)(F)F)c1ccc2c(c1)OCCO2,-3.4
CCOc1cc(Cl)c(S(=O)(=O)n2cccn2)cc1Cl,8.7
CCN1CCN(C(=O)c2cc(Cl)cc(Cl)c2)CC1,-7.6
COc1cc(CC2=NC(=S)N(C)C2=O)cc(OC)c1OC,8.1
CC1=NNc2nc3c(c(=O)n(Cc4cc(C)ccc4C)c(=O)n3C)n2C1,0.8
CCOC(=O)c1cc2c(=O)n3ccccc3nc2n(C)c1=NC(=O)c1c(-c2c(F)cccc2Cl)noc1C,-1.0
O=C(c1ccc(N2CCC(NCC3(N4CCOCC4)CCCCC3)CC2)cc1)N1CCCC(O)C1 (stereo not given),2.9
Cc1ccc(N2CC(C(=O)NC3CC3)CC2=O)cc1C (stereo not given),8.6
Cc1cc(-c2n[nH]c3c2CN(S(=O)(=O)c2ccsc2)CC3)c(C)o1,0.6
c1ccc(-c2c[nH]c3ccccc23)cc1,-0.6
CCn1cc(/C=C/C(=O)Nc2ccn(Cc3c(F)c(F)c(F)c(F)c3F)n2)cn1,-3.2
O=C(CN1C(=O)CCn2nc(-c3ccccc3)cc21)NCc1ccc(Cl)cc1,6.3
COc1ccc(NC2=Nc3cccc4cccc2c34)cc1,-5.4
CCS(=O)(=O)N1CC(=O)N(c2ccccc2C)C(C)(C(=O)NC2CCCCC2)C1 (stereo not given),1.0
Cc1c(Cl)cccc1NC(=O)Cn1cc(C(=O)c2cccs2)c2ccccc21,4.2
COc1cccc(C(=O)Oc2ccc(OC(=O)c3cccc(OC)c3OC)cc2)c1OC,-4.2
COc1ccccc1/C=C1\C(=O)NC(=S)N(c2ccccc2F)C1=O,7.3
COc1ccc(NC(=O)CSc2nnc(-c3cccc4ccccc34)n2-c2ccccc2)cc1,0.6
COc1ccccc1CN1CCCC(CN(CCN(C)C)C(=O)c2cccc(F)c2F)C1 (stereo not given),9.6
Cc1ccc(NC(=O)CN2C(=O)CC(c3ccco3)Sc3ccccc32)cc1Cl (stereo not given),3.2
O=C(Cn1c(=O)oc2cc(S(=O)(=O)NCc3ccccc3)ccc21)Nc1cccc(F)c1,8.1
Cc1cccc2sc(NC(=O)c3ccc(C(F)(F)F)cc3)nc12,-1.1
COc1cccc(/C=C2\C(=O)Nc3ccc(Br)cc32)c1,6.5
C=CCN1C(=O)C(Cc2ccc(OC)c(OC)c2)=NC1=S,-1.2
COc1ccc(-n2c(C(C)(C)C)csc2=Nc2c(C)n(C)n(-c3ccccc3)c2=O)cc1,12.1

# (further entries)
SMILES,RBX1-CUL1 inh
CCCCn1cnc2scc(-c3ccc(OC)c(OC)c3)c2c1=O,16.6
Fc1cccc(Cn2ncc3[nH]c(-c4cccc(CN5CCOCC5)c4)nc32)c1,-4.4
CCC(=O)Nc1cccc(-c2nnc(SCC(=O)c3ccc(Br)cc3)n2C)c1,-3.1
CCCCN(C)c1ccc(NC(C)=O)cc1,-9.1
c1ccc(Oc2ncccc2CNCc2cccn2-c2ncccn2)cc1,-9.8
C/C=C(\C)CN1CCOc2ccc(C(C)(O)COc3ccccc3)cc2C1 (stereo not given),2.2
COc1cccc(S(=O)(=O)NCc2ccc(C(=O)N3CCN(c4ccccc4F)CC3)cc2)c1,8.3
CCc1nnc(NC(=O)CSc2nccn2Cc2ccc(F)cc2)s1,-6.0
COc1ccc(-c2noc(-c3ccc(NC4CCCC4)c([N+](=O)[O-])c3)n2)cc1,-1.4
COC(=O)c1ccc(C(=O)OC)c(NC(=O)c2cc3nc(-c4ccc(C)cc4)cc(C(F)(F)F)n3n2)c1,-3.7
CCOC(=O)c1cnc2oc3ccccc3n2c1=O,-8.1
O=C(Nc1cccc(-c2ccn[nH]2)c1)c1ccc(C2CCCN2)s1 (stereo not given),-4.0
O=C(N/N=C/c1cc2c(cc1[N+](=O)[O-])OCO2)c1cccs1,2.5
N#Cc1ccc2nc(-c3ccccc3)cn2c1,-13.6
COC(=O)C1C(C)=NC2=C(C(=O)c3ccccc32)C1c1ccc(-c2ccc([N+](=O)[O-])cc2OC)o1 (stereo not given),5.5
CC(C)(C)CC(=O)N1CCC(N2CCC(C(=O)NCC3CCCO3)CC2)CC1 (stereo not given),3.6
COc1cc(OC)cc(C(=O)Nc2ccccc2-c2nc3ccccc3s2)c1,9.3
COc1cc(OC)cc(C(=O)Nc2ccc3nc(Nc4cccc(C(F)(F)F)c4)cc(C)c3c2)c1,-6.4
CC(=O)N(CC(=O)O)CC1(c2ccc(Cl)s2)CCCCC1,8.1
Cc1c(-c2nnc(SC(C(=O)c3ccccc3)n3cncn3)n2-c2ccc(Cl)cc2)nnn1-c1ccccc1 (stereo not given),-6.2
Cn1c(=O)cc(OC(=O)c2ccc(S(C)(=O)=O)c(Cl)c2Cl)c2ccccc21,-9.5
NC(=O)c1ccc(C2CCCN2C(=O)c2ccc3cccc(F)c3n2)s1 (stereo not given),-3.4
CCOC(=O)N1CCN(C2Cc3ccc(F)cc3Sc3ccc(C(C)C)cc32)CC1 (stereo not given),3.6
O=C(O)C(Cc1ccccc1)N1C(=O)c2c(Cl)c(Cl)c(Cl)c(Cl)c2C1=O (stereo not given),4.6
Cc1cc(OC(=O)c2ccc(=O)oc2)cc(C)c1Cl,11.5

# (more compounds)
SMILES,RBX1-CUL1 inh
Cn1c2ccc(F)cc2c2nnc(SCCN3CCCCC3)nc21,-6.1
O=C(Nc1cc(C(F)(F)F)ccc1OCCOc1ccccc1)C(F)(F)F,3.3
C=CCn1c(SCCC)nc2c1c(=O)[nH]c(=O)n2C,10.5
CCOc1ccc(CCNC(=O)CSc2n[nH]c(-c3ccccc3)n2)cc1OCC,1.0
CCn1c2ccccc2c2cc(CNCC3CCNCC3)ccc21,-2.1
CCC(Oc1ccccc1F)C(=O)N1CCN(c2ccccc2)CC1 (stereo not given),4.2
Cc1cccc(N2CCN(C(=O)CCNS(=O)(=O)c3ccc4c(c3)CCN4C(=O)C3CC3)CC2C)c1 (stereo not given),-2.4
CC(=O)c1cnn(-c2cc(Oc3cccc(C)c3)ncn2)c1C,-9.2
Cn1nccc1C(=O)N1CCCC(CCc2cccc(F)c2)C1 (stereo not given),3.0
O=C(Nc1ccc2nc(SCCOc3ccccc3)sc2c1)c1cccs1,-5.0
CCc1nnc(NC(=O)CCCc2ccccc2)s1,4.4
COc1ccc(-c2cc(=O)ss2)c(OC)c1,12.1
COc1ccc(CN(Cc2ccncc2)C(=O)C2CCCO2)cc1OCc1ccccc1F (stereo not given),3.1
CC1CCN(S(=O)(=O)c2ccc3ncn(CC(=O)Nc4ccccc4C(F)(F)F)c(=O)c3c2)CC1,-9.0
COCCCNC(=O)Cn1nc(N2CCN(c3ccccc3)CC2)ccc1=O,7.5
Cc1ccc(CN2CCCn3nc(C(=O)NCC(C)c4ccccc4)cc3C2=O)cc1 (stereo not given),-7.7
COc1cc(/C=C2/SC(=S)N(c3cccc(C(F)(F)F)c3)C2=O)ccc1OC(=O)c1ccc(C)cc1,-14.1
CCN(CC)C(=O)c1sc(NC(=O)c2cc(-c3ccc(Cl)cc3)nc3ccccc23)c(C(=O)OC)c1C,-1.4
CCCN(C(=O)c1sc2nc3n(c(=O)c2c1C)CCCC3)c1ccccc1C,9.8
Cc1ccc(-n2c(SCC(N)=O)nc3c(oc4ccccc43)c2=O)cc1C,4.8
COc1ccc(C2c3c(-c4ccccc4O)n[nH]c3C(=O)N2Cc2ccco2)cc1 (stereo not given),-0.2
CCc1ccc(N2CC(c3nc4ccccc4n3Cc3ccccc3C)CC2=O)cc1 (stereo not given),1.6
COc1ccc(NC(=O)CSc2nc(-c3ccco3)cc(C(F)(F)F)n2)cc1OC,-0.8
CC1(C)CC(=O)C2=C(C1)N(CC1CCCO1)C(=O)C2(NC(=O)c1cccs1)C(F)(F)F (stereo not given),12.2
COC(=O)CN(C)C(=O)[C@H]1C[C@@](C)(C(=O)OC)N(C)[C@H]1c1ccccc1C,-2.5

# The listing continues.
SMILES,RBX1-CUL1 inh
Cc1ccc(C)c(N2CCN(C(=O)CCS(=O)(=O)c3ccc4c(c3)oc(=O)n4C)CC2)c1,6.6
Cc1ccc(C(=O)NCC(c2cccnc2)N2CCc3ccccc3C2)cc1C (stereo not given),4.7
c1ccc2c(CC3CCCC3)c[nH]c2c1,8.9
CCCCOc1ccc(/C=C/C(=O)O)cc1I,-1.3
COc1ccc(OC2CCN(C(C)=O)CC2)c(C(=O)NC(C)Cc2ncccc2C)c1 (stereo not given),9.5
COc1cc(CC2(CCC(=O)NCCc3nc(-c4ccccc4)cs3)CCC(=O)N2)ccc1F (stereo not given),3.2
COc1ccc(NC(=O)CN2CCN(CC(=O)Nc3ccccc3F)CC2)cc1OC,2.8
Cc1ccc(NC(=O)c2cc3c(Cl)nc4ccc(C)cc4c3s2)c(Cl)c1,-8.6
O=C(c1cn(Cc2c(F)cccc2F)nn1)N1CCc2sccc2C1,17.7
CCOc1ccc(NC(=O)NCc2cccn2Cc2ccccc2)cc1,-1.2
CCOC(=O)c1ccc(N2C(=O)c3n[nH]c(-c4cccs4)c3C2c2ccc(Cl)cc2Cl)cc1 (stereo not given),-7.8
CC(C)OC(=O)c1c(-c2ccccc2Cl)csc1NC(=O)c1ccc([N+](=O)[O-])cc1,0.4
COc1ccccc1C(=O)Nc1sc2c(c1C(=O)NCc1ccco1)CCC2,1.3
CCCCC(CC)CNC(=O)C1C2C=CC(C2)C1C(=O)O (stereo not given),10.2
CCn1cc(S(=O)(=O)c2cc(C)cc(C)c2)c(=O)c2cc(F)c(N3CCN(c4ccccc4)CC3)cc21,4.2
COc1ccc(-n2nnc(C(=O)NC3CCCC3)c2C)cc1Cl,11.0
CCN1CCC(NC(=O)c2ccccc2F)CC1,-2.2
COc1cc(C=C2C(=O)OC3(CCCC3)OC2=O)cc(OC)c1OC,9.9
COc1nnc(-c2ccc(Cl)cc2)s1,6.1
Cc1[nH]c2ccccc2c1C(c1ccncc1)N1CCCC1 (stereo not given),4.9
Cc1ccc(CNC(=O)CCCn2c(=O)[nH]c3ccc(Br)cc3c2=O)cc1,-0.2
CC(=O)N1c2ccccc2CC1C(=O)N1CCN(c2ccc(F)cc2)CC1 (stereo not given),3.9
Cn1c(CNC(=O)CSc2nc(-c3ccccc3F)nc3cc(=O)[nH]n23)nc2ccccc21,7.0
Cc1ccc(C)c(N2CCN(C(=O)c3cc4ccc5cccnc5c4[nH]3)CC2)c1,2.5
Cc1ccccc1Cn1nnc2c(=O)[nH]c(C3CCCN(C(=O)c4ccc(F)cc4)C3)nc21 (stereo not given),-11.7

# Arranged by count of non-hydrogen atoms (high to low): 17 of the compounds above
SMILES,RBX1-CUL1 inh
CCn1cc(S(=O)(=O)c2cc(C)cc(C)c2)c(=O)c2cc(F)c(N3CCN(c4ccccc4)CC3)cc21,4.2
Cn1c(CNC(=O)CSc2nc(-c3ccccc3F)nc3cc(=O)[nH]n23)nc2ccccc21,7.0
Cc1ccc(C)c(N2CCN(C(=O)CCS(=O)(=O)c3ccc4c(c3)oc(=O)n4C)CC2)c1,6.6
COc1ccc(NC(=O)CN2CCN(CC(=O)Nc3ccccc3F)CC2)cc1OC,2.8
CC(C)OC(=O)c1c(-c2ccccc2Cl)csc1NC(=O)c1ccc([N+](=O)[O-])cc1,0.4
Cc1ccc(C)c(N2CCN(C(=O)c3cc4ccc5cccnc5c4[nH]3)CC2)c1,2.5
COc1ccccc1C(=O)Nc1sc2c(c1C(=O)NCc1ccco1)CCC2,1.3
Cc1ccc(CNC(=O)CCCn2c(=O)[nH]c3ccc(Br)cc3c2=O)cc1,-0.2
CCOc1ccc(NC(=O)NCc2cccn2Cc2ccccc2)cc1,-1.2
COc1cc(C=C2C(=O)OC3(CCCC3)OC2=O)cc(OC)c1OC,9.9
COc1ccc(-n2nnc(C(=O)NC3CCCC3)c2C)cc1Cl,11.0
Cc1[nH]c2ccccc2c1C(c1ccncc1)N1CCCC1 (stereo not given),4.9
CCCCC(CC)CNC(=O)C1C2C=CC(C2)C1C(=O)O (stereo not given),10.2
CCN1CCC(NC(=O)c2ccccc2F)CC1,-2.2
CCCCOc1ccc(/C=C/C(=O)O)cc1I,-1.3
c1ccc2c(CC3CCCC3)c[nH]c2c1,8.9
COc1nnc(-c2ccc(Cl)cc2)s1,6.1

# A second format for part of the listing above:
smiles	RBX1-CUL1 inh
Cc1ccc(CNC(=O)CCCn2c(=O)[nH]c3ccc(Br)cc3c2=O)cc1	-0.2
CC(=O)N1c2ccccc2CC1C(=O)N1CCN(c2ccc(F)cc2)CC1 (stereo not given)	3.9

# Further entries follow.
SMILES,RBX1-CUL1 inh
COc1ccc(F)c(CC2(CCC(=O)NCCc3ccc(F)cc3)CCC(=O)N2)c1 (stereo not given),4.5
Cn1c(=O)c2c(c3ccccc31)OC(=O)CC2c1ccccc1 (stereo not given),-5.3
CC(=O)N1c2ccc(S(=O)(=O)NCC3CCC(C(=O)NC(C)(C)C)CC3)cc2CC1C (stereo not given),-7.5
CC1C(N2CCC(C(=O)NCc3ccccc3F)CC2)NS(=O)(=O)C1c1ccc(Cl)cc1 (stereo not given),-2.7
Cc1ccc(CSc2nc3ccc(NC(=O)COc4ccc(F)cc4)cc3s2)cc1,-8.2
CCc1[nH]nc2c1C(c1cc(Br)c(O)c(Br)c1)C(C#N)C(=N)O2 (stereo not given),11.8
CNC(=O)c1ccc2c(c1)N(Cc1ccccc1Cl)C(=O)c1ccccc1S2,2.2
Cc1cccc(NC(=O)CN(c2ccc(C(C)C)cc2)S(=O)(=O)c2c(C)nn(C)c2C)c1C,-0.9
COc1ccc(Cn2c(CCC(=O)NCc3ccc(Cl)cc3)nc3cccnc32)cc1,3.1
COc1cccc(CC2(CO)CCCN(Cc3ccc(NC(C)=O)cc3)C2)c1 (stereo not given),0.1
COC(=O)N/N=C/c1cc(OC)c(OC)c(OC)c1,-4.1
CCc1ccc(OCc2cc(=O)n3c4c(sc3n2)CCCC4)cc1,-3.5
CCc1cc2c(cc3c(=O)n(CC(=O)NCc4cc(Br)ccc4OC)ncn32)s1,-4.0
Cc1ccc(C(=O)COC(=O)COc2ccc(C)c(C)c2)cc1,-2.1
COc1ccc(C(=O)CC2=NCC3c4ccccc4CCN3C2=O)cc1 (stereo not given),4.0
CNc1ccc(-c2nc(-c3ccccc3C)no2)cc1[N+](=O)[O-],9.1
O=C1NN=C(c2ccccc2)C(CC(=O)c2ccccc2)N1 (stereo not given),-2.6
COc1cccc(C2c3c(ccc4ccccc34)N=C3CC(C)(C)CC(=O)C32)c1 (stereo not given),-6.3
CCCNC(=O)N1CCCN(S(=O)(=O)c2ccc3c(ccn3CC)c2)CC1,-11.2
CCOc1ccc(/C=C2\SC(=Nc3cc(Cl)ccc3OC)NC2=O)c2ccccc12,7.1
COc1ccc(/C=C2\CCCOC2=O)cc1,-4.8
